High-throughput results as filed in PubChem.
HIV fusion peptide – cell-free HIV fusion peptide-binding blockers – biochemical, uHTS, fluorescence dequenching, primary screen (AID 1986) | cell-free peptide binding, fluorescence dequenching, 30 min; higher % means a stronger effect | inhibition, % at 20 µM; hits with a dose series show IC50 in µM | 0.3% of 290,000 active; in the data active means inhibition mostly above about 52%, no sharp cut-off; inactive means mostly below about 76%; further: some results filed as inactive read as strong as hits
UTI89 phage lysis – inhibition of K1F phage lysis, E. coli UTI89, bacterial capsule biogenesis inhibitors, alamar blue (AID 488966); inhibition, % at 100 µM; hits with a dose series show IC50 in µM; 0.02% of 340,000 active; E. coli UTI89 K1F phage lysis, alamar blue, 2 h; higher % means a stronger effect;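 active means phage lysis inhibition, versus mean bacterial control, above a set limit; inconclusive means no clear call, values can overlap the other calls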;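 further: capsule biogenesis inhibitors block K1F phage lysis so surviving cells raise fluorescence; higher fluorescence means more inhibition of phage lysis; actives were called in the ten point dose series up to 300 µM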
GPR55 antagonists – GPR55 antagonists blocking LPI-driven arrestin recruitment, primary screen, imaging, U2OS, beta-arrestin-GFP, LPI agonist (AID 2013); U2OS GPR55 beta-arrestin-GFP translocation imaging, LPI antagonism; higher % means a stronger effect; inhibition, % at 10 µM; hits with a dose series show IC50 in µM; 0.13% of 290,000 active;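 active means spots per cell inhibited over 60%, with over 100 cells counted and total cytoplasm intensity under 500,000; inconclusive means wells with under 100 cells, flagged as likely toxic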;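 further: U2OS cells stably carrying GPR55 and arrestin-GFP stimulated by 5 µM LPI near EC80; imaged beta-arrestin-GFP aggregate spots per cell after agonist stimulation; plate controls were LPI-stimulated DMSO wells for no effect and DMSO wells without LPI for full effect; some results filed as inactive read as strong as hits; confirmed hits need IC50 under 10 µM and bright autofluorescent wells are also inconclusive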
NTR1 agonist – NTR1-driven beta-arrestin-GFP spot formation – imaging, U2OS cells, high content, primary screen (AID 493036); P30989; agonist mode; activation, % at 20 µM; 0.17% of 330,000 active;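 active means activation at or above 40% of the spot to cytoplasm intensity ratio, with at least 20 cells analyzed; inconclusive means wells under 20 cells, flagged as cytotoxic or low count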;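 further: 0% = DMSO without peptide and 100% = 100 nM NTR1 peptide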
Target sequence (P30989 whole entry, looked up): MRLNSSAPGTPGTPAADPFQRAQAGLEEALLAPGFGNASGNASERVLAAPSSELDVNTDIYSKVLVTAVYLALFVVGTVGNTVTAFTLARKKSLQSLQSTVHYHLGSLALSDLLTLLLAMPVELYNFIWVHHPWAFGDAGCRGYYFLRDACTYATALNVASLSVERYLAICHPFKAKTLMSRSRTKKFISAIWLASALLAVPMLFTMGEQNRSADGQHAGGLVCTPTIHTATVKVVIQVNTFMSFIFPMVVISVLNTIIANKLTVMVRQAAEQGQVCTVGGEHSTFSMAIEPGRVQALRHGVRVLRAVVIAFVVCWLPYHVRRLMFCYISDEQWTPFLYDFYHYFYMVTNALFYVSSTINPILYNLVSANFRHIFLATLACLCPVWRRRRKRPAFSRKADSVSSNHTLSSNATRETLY
NS5 inhibitors – flavivirus cap methylation enzyme inhibition – biochemical, confirmation dose response, primary screen (AID 588689) | Dengue-2 NS5 methyltransferase capping enzyme assay, biochemical; higher % means a stronger effect | inhibition, % at 25 µM; hits with a dose series show IC50 in µM | 0.3% of 340,000 active; in the data active means a potency from the dose series; inconclusive means inhibition above about 29% without an active follow-up result
SIAH1 antagonists – blockers of Siah-1 interaction with plectin peptide – biochemical, fluorescence polarization, rhodamine-plectin, uHTS, primary screen (AID 1817). Siah-1 / rhodamine-plectin peptide fluorescence polarization; higher % means a stronger effect. displacement, % at 20 µM; hits with a dose series show IC50 in µM. 0.02% of 290,000 active;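 active means displacement of at least 50% at 20 µM, with a fluorescence ratio check between 0.3 and a set limit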;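 further: plate controls were Siah plus tracer with DMSO for no effect and tracer alone without Siah for full effect; strong numbers were not always called active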
GPR35 arrestin U2OS – inhibition of zaprinast-stimulated GPR35 beta-arrestin translocation – imaging, U2OS, beta-arrestin-GFP, zaprinast agonist, primary screen (AID 2058). U2OS GPR35 beta-arrestin-GFP translocation imaging, zaprinast antagonism; higher % means a stronger effect. one-dose inhibition, % at 10 µM; IC50 in µM for titrated hits. 0.052% of 290,000 active;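 active means inhibition of at least 50% with at least 30 cells and total cytoplasm GFP at most 10,000,000; inconclusive means under 30 cells or total GFP of 10,000,000 plus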
GPR55 beta-arrestin – selective activators of receptor GPR55 – imaging, U2OS cells, beta-arrestin-GFP redistribution, primary screen (AID 1961) | U2OS GPR55 beta-arrestin-GFP redistribution imaging; higher % means a stronger effect | activation, % at 10 µM, or EC50 in µM where a hit was titrated | 0.048% of 290,000 active;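 active means activation above 40% with more than 50 cells counted in the well; inconclusive means wells holding fewer than 50 cells, flagged as toxic or sparse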;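 further: U2OS osteosarcoma cells stably expressing GPR55 and beta-arrestin-GFP; plate controls were DMSO negative control for no effect and LPI positive control for full effect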
AID2073 – inhibitors of Mint1-CaV2.2 protein interaction, biochemical, HTRF (AID 2073) | HTRF protein-protein interaction, Mint1-CaV2.2; higher % means a stronger effect | inhibition, % at 20 µM, or IC50 in µM where a hit was titrated | 0.19% of 290,000 active; in the data active means inhibition mostly above about 51%, no sharp cut-off; inconclusive means no clear call, values can overlap the other calls; inactive means mostly below about 53%; further: some results filed as inactive read as strong as hits
NTR1 agonist cell count 20 µM – second read-out of NTR1 agonist, no call of its own (marks repeat the call); cell count; measured here: cell count, cytotoxicity flag
NS5 inhibitors pilot replicate – recorded beside NS5 inhibitors, whose call it bears; inhibition, %; measured here: pilot screen replicate inhibition
Starred values were filed as active, the others as inactive; i = inactive; u = inconclusive; x = no result given; [ ] = dose if it differs, or a comment.

SMILES	HIV fusion peptide	UTI89 phage lysis	GPR55 antagonists	NTR1 agonist	NTR1 agonist cell count 20 µM	NS5 inhibitors	SIAH1 antagonists	GPR35 arrestin U2OS	GPR55 beta-arrestin	AID2073	others
Cc1ccc2c(c1)c1ncnc(N3CCOCC3)c1n2C	-2.7%	-0.6%	15%	1.1	44	-5%	-1%	-7%	0.2%	39%
CCC(C)N1C(=O)c2ccccc2C1C(=O)NC1CCCCCC1 (stereo unspecified)	-1.9%	i	11%	0.8	58	-8%	0%	7%	0.2%	-4%
CCOC(=O)c1cc(NC(=O)Nc2ccccc2OC)c(C)nc1C	-1.2%	-1.4%	-2%	1.7	90	2%	0%	0%	0.2%	8%
CC1CCN(Cc2c(C#N)c3ccccc3n2C)CC1	2.7%	1.3%	-1%	-1.4	92	5%	3%	-13%	-0.1%	8%
COc1ccc(/C=N\Nc2ccc([N+](=O)[O-])cc2)c(C(=O)O)c1OC	0.6%	-0.3%	17%	1.6	59	-1%	6%	-9%	-0.1%	-3%
CC1CCC(C(=O)NC(C(=O)NCCCN2CCOCC2)C(C)C)CC1 (stereo unspecified)	-1.3%	-0.4%	0%	4.7	73	4%	-4%	1%	0.4%	-2%
CCC(=O)NC(=S)Nc1cccc(NC(=O)c2ccccc2C)c1	-0.5%	-0.1%	4%	-0.2	21	-9%	7%	-6%	-0.2%	4%
COc1cc(/C=C/C(=O)Nc2ccc(C)cc2)cc(OC)c1OC	-1.7%	3.8%	10%	0.2	51	1%	5%	-13%	-0.2%	3%
OCCNCCNCc1ccc(-c2ccccc2)cc1	2.1%	x	33%	-2.0	44	x	-9%	-16%	0.5%	9%
O=C1CCN2C=Nc3cccc4ccc1c2c34	-0.3%	-4.5%	23%	-0.8	48	u	0%	-5%	-0.2%	18%
Cc1ccc(C(=O)Nc2ccc(O)c(C(=O)O)c2)o1	16%	3.4%	5%	-5.6	77	-2%	-3%	0%	-0.2%	2%
CCCc1cc(=O)[nH]c(N2CCN(Cc3ccc4c(c3)OCO4)CC2)n1	0.7%	1.6%[50 µM]	13%	x	x	-5%	1%	7%	0.4%	10%
CCOc1nc(NC(C)C)nc(NC(C)C)n1	0.5%	1.0%	1%	-1.3	92	-5%	-2%	16%	-0.1%	-4%
[O-]/C(=C(\C(=S)Nc1ccc(SC(F)F)cc1)[n+]1ccccc1)c1ccc(Cl)cc1Cl	4.8%	0.3%	16%	3.4	58	-11%	5%	-18%	-0.6%	36%
CC1(C)CC(=O)C2=C(C1)OC(N)=C(C#N)C2c1ccccc1[N+](=O)[O-] (stereo unspecified)	64%	0.7%	15%	-0.8	28	u	-5%	10%	-0.1%	-10%
CN1/C(=C/C(=S)NC(=O)C2(C)CC2(Cl)Cl)C(C)(C)c2ccccc21 (stereo unspecified)	0.1%	0.4%	-4%	1.7	54	-23%	-5%	-3%	0.1%	-3%
Cc1ccc(-c2csc(-c3ccncc3)n2)cc1	0.7%	3.8%	18%	2.1	90	x	5%	1%	0.0%	18%
C=CCN1C(=O)C(O)=C(C(C)=O)C1c1ccccc1F (stereo unspecified)	-0.3%	0.2%	-5%	1.1	79	-1%	9%	-10%	-0.2%	2%
O=C(CCN1C(=O)COc2ccccc21)NCCC1=CCCCC1	-2.7%	2.7%	-2%	0.5	37	3%	6%	1%	0.2%	1%
S=C(Cc1ccc(Cl)cc1)N1CCOCC1	-1.9%	-0.2%	17%	0.2	42	-2%	25%	0%	0.4%	-4%
CCC(=O)NC(=S)Nc1ccccc1C(=O)OC	0.0%	2.2%	-2%	-1.2	47	-3%	1%	-2%	-0.2%	-9%
Cc1ccc(-c2nc3c(=O)n(C)c4ccccc4c3o2)cc1	-0.8%	0.7%	17%	0.0	76	0%	8%	-6%	-0.1%	8%
C=CCNC(=O)c1ccc(-c2cccc([N+](=O)[O-])c2)o1	-0.6%	0.3%	7%	-0.7	76	5%	-3%	-29%	0.2%	7%
O=C(CN1CCN(CCN2C(=O)c3cccc4cccc(c34)C2=O)CC1)c1ccc(F)cc1	-0.3%	4.6%	2%	0.4	55	-8%	0%	-4%	-0.3%	0%
COc1ccccc1NC(=O)CSc1nnc(C)n1CCc1ccccc1	-1.3%	0.0%	-14%	2.3	88	0%	0%	8%	-0.1%	-1%
O=C(COC(=O)c1cccs1)c1ccc2c(c1)OCCO2	-1.9%	0.5%	-2%	0.5	37	-3%	-3%	8%	-0.1%	1%
CCc1ccc(S(=O)(=O)NCc2csc(-c3cccnc3)n2)s1	-0.8%	0.7%	-3%	4.0	56	2%	-6%	1%	-0.5%	14%
O=C(O)C1CC(=O)N(Cc2ccccc2)C1 (stereo unspecified)	3.0%	1.1%	0%	0.4	94	6%	-2%	-6%	0.2%	14%
O=C1CCC(=O)N1OCCOc1ccccc1	-1.2%	0.0%	1%	-2.6	46	2%	2%	4%	-0.1%	2%
N#Cc1sc2nc3c(c(-c4cccnc4)c2c1N)CCC3	0.4%	-0.5%	-11%	2.5	44	0%	3%	-12%	0.3%	17%
Cc1ccc(C)c(S(=O)(=O)Nc2ccccc2C(=O)Nc2cc(C)on2)c1	-2.2%	0.8%	7%	5.1	32	-4%	-4%	8%	-0.2%	14%
COc1cc(C(=O)OCC#N)ccc1OCc1c(C)noc1C	-1.5%	0.0%	1%	-0.5	48	-4%	-5%	-1%	-0.3%	10%
Cc1ccc(NC(=S)NC2CCN(Cc3ccccc3)CC2)cc1	0.6%	2.5%[50 µM]	3%	-0.3	62	1%	18%	-14%	-0.1%	-20%
COc1ccc(C(=O)Nc2cc(C)nc3ccccc23)cc1OC	-1.7%	-0.1%	2%	-2.2	91	-2%	2%	3%	0.0%	21%
CC(C)(C)c1ccc(S(=O)(=O)Nc2ccccn2)cc1	-0.1%	-0.1%	-2%	1.3	48	2%	8%	8%	0.2%	21%
Cc1nn(C)cc1/C=N/O	1.0%	1.6%	11%	1.4	69	-8%	2%	-2%	-0.4%	-3%
CS(=O)(=O)c1ccc(C(=O)N2CC(=O)Nc3ccccc32)cc1	0.1%	0.0%	8%	1.3	38	1%	2%	-15%	-0.2%	11%
CC1CCN(C(=O)Cn2c3ccccc3c3nc4n(c(=O)c32)CCCS4)CC1	1.6%	0.8%	5%	0.1	62	-7%	2%	7%	-0.2%	12%
COc1cc2c3c(c1OC)C1(C=CC(=O)C=C1)CC3N(C(=O)CCC(=O)O)CC2 (stereo unspecified)	-2.3%	0.1%	-7%	0.5	55	2%	-3%	13%	-0.1%	4%
Cc1cccc(NC(=O)CCCN2C(=S)NC(C)(C)CC2C)c1C (stereo unspecified)	-1.7%	0.3%	11%	1.3	58	4%	0%	-7%	0.5%	-10%
CCNS(=O)(=O)c1cccc(C(=O)c2c(C)cc3ccccn23)c1	-1.6%	-1.5%	8%	2.2	38	1%	10%	-3%	0.2%	-2%
CC(=O)Nc1ccc(OC(=O)c2ccco2)cc1	0.3%	0.3%	7%	-0.5	53	-1%	-2%	1%	0.1%	10%
CCOc1ncccc1C(=O)OCc1ccc(C(=O)OC)cc1	-1.8%	0.2%	-14%	0.8	86	-10%	-3%	-1%	0.4%	-2%
Cc1csc(NC(=O)c2nc3nc(C)cc(C)n3n2)n1	0.1%	1.8%	-2%	-1.7	61	-2%	-3%	-8%	-0.2%	-6%
O=C(Nc1ccc(C(=O)N2CCCCC2)cc1)c1ccc([N+](=O)[O-])cc1	-0.1%	0.1%	15%	0.6	65	-8%	3%	14%	-0.1%	12%
Cc1ccccc1CC1(CO)CCCN(Cc2ccc3c(c2)OCCO3)C1 (stereo unspecified)	2.1%	0.3%	8%	-0.4	99	1%	-4%	2%	0.1%	14%
COC(=O)c1ccc(NC(=O)CCn2cccc2)cc1	-0.5%	0.1%	26%	0.6	51	-2%	0%	7%	0.0%	3%
CCNc1nc(NCC)nc(OCCOC(C)=O)n1	1.2%	0.3%	-2%	-0.4	45	-5%	-1%	-9%	0.6%	22%
COc1ccc(OC)c(S(=O)(=O)NCCc2cn3ccsc3n2)c1	0.4%	-3.4%	-2%	3.4	48	-5%	-4%	-10%	-0.5%	6%
CCOC(=O)c1sc(NC(=O)CCC(=O)O)nc1C	-0.1%	6.3%	-3%	3.1	40	-1%	6%	-2%	-0.1%	-5%
Cc1ccc(C)c(NC(=S)NNC(=O)c2csc(C)c2)c1	-3.1%	1.8%	9%	3.5	58	-10%	0%	-7%	0.4%	u
COC(=O)C1CN(S(=O)(=O)c2ccc(NC(C)=O)cc2)CCS1 (stereo unspecified)	-0.1%	1.3%	-2%	0.5	49	-10%	1%	-3%	0.7%	10%
Cc1nn(CC#N)c(=O)n1N(C)c1ncc(C(F)(F)F)cc1Cl	0.3%	0.4%	-2%	-1.5	39	-5%	-4%	6%	0.0%	-4%
CCOc1cc(CNc2ncc(-c3ccc(OC)cc3)n2C)ccc1O	0.8%	0.8%	28%	-1.0	87	2%	0%	-6%	0.0%	-21%	NS5 inhibitors pilot replicate=-2.1
Cc1cc(-c2c(C)n([O-])c(C)c(C)[n+]2=O)ccc1F	3.4%	1.1%	3%	-0.1	86	-14%	2%	4%	-0.3%	-1%
COc1cc(NC(=O)c2cccs2)ccc1NC(=O)Cc1ccccc1	2.0%	0.1%	3%	1.6	71	2%	18%	-5%	0.5%	3%
COc1ccccc1C1C2=C(CC(C)(C)CC2=O)N(CC(=O)O)C2=C1C(=O)CC(C)(C)C2	-2.4%	-0.9%	-3%	1.5	54	0%	-7%	-2%	-0.3%	8%
COc1ccc(N2CCN(CC(=O)Nc3nnc(-c4ccccc4)s3)CC2)cc1	-0.5%	-0.8%	-2%	-2.0	96	5%	0%	7%	-0.2%	-3%
COc1ccc(S(=O)(=O)N2CCCCC2)cc1NC(=O)c1ccc2ccccc2n1	0.0%	0.4%	11%	1.0	48	1%	2%	0%	0.1%	5%
Cc1oncc1-c1csc(-c2ccccc2Cl)n1	1.5%	0.2%	11%	0.2	44	-5%	0%	-2%	0.0%	-10%

This is a random part of the collection; about 1.2% have a hit in one of these screens.
